Bioassay records as filed in PubChem BioAssay.
GPR151 ag: activators of human GPR151; AID 1508602; activation, % at 11.2 µM; PathHunter beta-arrestin GPR151 cells, luminescence; actives 1% (n = 650,000); in the data active = activation above about 4.9%;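 note: 0% = median of compound wells and 100% = cells with positive control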
Target sequence (Q8TDV0 whole entry, looked up): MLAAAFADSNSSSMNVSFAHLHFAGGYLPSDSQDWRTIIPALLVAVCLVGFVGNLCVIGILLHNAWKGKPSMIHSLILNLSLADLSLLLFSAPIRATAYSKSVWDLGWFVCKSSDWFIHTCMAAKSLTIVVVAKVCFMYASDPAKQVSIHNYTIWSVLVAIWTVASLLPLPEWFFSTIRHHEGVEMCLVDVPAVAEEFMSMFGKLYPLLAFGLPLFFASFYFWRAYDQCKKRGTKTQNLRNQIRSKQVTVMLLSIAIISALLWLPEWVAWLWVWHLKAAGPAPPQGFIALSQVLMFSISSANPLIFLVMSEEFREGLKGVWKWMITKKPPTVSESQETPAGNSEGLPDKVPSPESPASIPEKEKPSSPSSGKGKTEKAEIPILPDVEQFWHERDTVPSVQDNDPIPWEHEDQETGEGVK
TEAD-YAP block: TEAD-YAP interaction inhibition. actives 1.4% (n = 640,000). HEK-TIYL cells, TEAD-Gal4/YAP UAS-luciferase luminescence. AID 1259422. inhibition, % at 9.12 µM; in the data active = inhibition above about 32%;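 note: 0% = median of test compound wells and 100% = reference inhibitor wells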
FBW7 activator: human FBW7 E3 ligase activation, primary screen; Q969H0; AlphaScreen FBW7–phospho-cyclin E peptide binding, activator screen; normalized activity (activation), % at 26.1 µM; actives 0.13% (n = 650,000); in the data active = normalized activity above about 1.9%;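 note: purified mutant Fbw7 with reduced substrate affinity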
MITF primary: blocks human microphthalmia-associated transcription factor; O75030; AlphaScreen MITF homodimerization, bead proximity signal; inhibition, % at 2.6 µM; actives 0.91% (n = 650,000); AID 1259374; in the data active = inhibition above about 50%;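 note: 0% = vehicle wells with protein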
Target sequence (O75030 whole entry, looked up): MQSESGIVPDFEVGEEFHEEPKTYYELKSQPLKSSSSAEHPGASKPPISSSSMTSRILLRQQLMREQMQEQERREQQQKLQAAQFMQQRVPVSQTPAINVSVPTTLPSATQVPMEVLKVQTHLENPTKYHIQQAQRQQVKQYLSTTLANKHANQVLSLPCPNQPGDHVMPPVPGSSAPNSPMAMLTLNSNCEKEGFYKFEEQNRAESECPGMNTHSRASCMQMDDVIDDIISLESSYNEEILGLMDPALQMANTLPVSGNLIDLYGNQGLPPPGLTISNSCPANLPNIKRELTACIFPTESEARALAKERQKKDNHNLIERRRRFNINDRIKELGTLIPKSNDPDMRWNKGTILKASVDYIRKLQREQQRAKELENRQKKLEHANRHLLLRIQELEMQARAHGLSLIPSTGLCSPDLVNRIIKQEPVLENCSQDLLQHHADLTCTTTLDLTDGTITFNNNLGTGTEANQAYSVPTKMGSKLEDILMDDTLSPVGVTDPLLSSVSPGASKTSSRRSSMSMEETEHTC
An asterisk follows results filed as active; & = joins results of further samples; ! = a repeat was not active.

SMILES	GPR151 ag	TEAD-YAP block	FBW7 activator	MITF primary
CC(=O)N1CCc2cc(S(=O)(=O)N3CCc4ccccc43)ccc21	1.9	11	0.2	16
CCOC(=O)C1=C(c2ccccc2)N=c2s/c(=C\c3ccc(N(C)C)c(Br)c3)c(=O)n2C1c1c(OC)ccc2ccccc12 (stereo unspecified)	1.3	-3	-0.1	-4
O=C(NCC1CCC2(CCN(Cc3ccccc3)CC2)O1)c1ccc(F)c(Cl)c1 (stereo unspecified)	1.2	-15	-0.2	-11
NS(=O)(=O)c1ccc(NC(=O)CN2CCN(c3ccc([N+](=O)[O-])cc3)CC2)cc1	0.2	14	-0.1	10
Cc1c(C(=O)NCCO)sc2nc3n(c(=O)c12)CCC3	-1.0	8	0.1	-3
C/C(=N\NC(=O)c1ccc(C(=O)N/N=C(\C)c2cccs2)cc1)c1cccs1	2.3	2	0.0	-12
Cc1cc(/C=C2/NC(=O)NC2=O)c(C)n1-c1ccc(F)cc1	0.4	-4	-0.1	13
Cc1ccc(Cn2c(SCC(=O)NC3CCCCC3)nc3ccsc3c2=O)cc1	-0.2	-10	-0.2	2
O=C(NC12CC3CC(CC(C3)C1)C2)N1CCC(c2nc3ccccc3o2)CC1	-0.1	6	-0.2	-2
CN(C)S(=O)(=O)c1cc(NC(=S)Nc2ccc(F)cc2)ccc1Cl	-1.4	-2	-0.3	5
Cc1cc(C)n(-c2nc(Nc3ccccc3)nc(-n3nc(C)cc3C)n2)n1	1.1	7	0.0	-5
O=S(=O)(c1cccc2nsnc12)N1CCC(N2CCCCC2)CC1	-0.1	2	-0.1	8

Record cards, from the list above. Screens in order: GPR151 ag | TEAD-YAP block | FBW7 activator | MITF primary
Results for CCOC(=O)C1=C(c2ccccc2)N=c2s/c(=C\c3ccc(N(C)C)c(Br)c3)c(=O)n2C1c1c(OC)ccc2ccccc12 (stereo unspecified) → 1.3 | -3 | -0.1 | -4
Results for O=C(NCC1CCC2(CCN(Cc3ccccc3)CC2)O1)c1ccc(F)c(Cl)c1 (stereo unspecified) → 1.2 | -15 | -0.2 | -11

Next entries:
SMILES	GPR151 ag	TEAD-YAP block	FBW7 activator	MITF primary
O=Cc1coc2c(CCl)cc(Br)cc2c1=O	1.6	6	-0.1	4
COC(=O)c1ccc(CN2C(=O)NC3(CCCCC3C)C2=O)o1 (stereo unspecified)	-0.2	0	-0.1	11
CC(C)N(CCNC(=O)c1cccc(-c2csc3ccccc23)n1)C(C)C	0.7	-1	0.1	4
NC(=O)c1cnc(N2CCc3ccccc3C2)s1	-5.7	-7	0.0	8
COCCOC(=O)C1=C(N)Oc2c(oc(CO)cc2=O)C1c1ccccc1 (stereo unspecified)	0.7	8	-0.3	-2
Cc1cccc(NC(=O)N2CCOCC2)c1	0.9	-4	-0.1	-6
CCOc1ccc(CN2CCN(c3c4c(c(C#N)c5nc6ccccc6n35)CCC4)CC2)cc1	-0.6	4	0.5	16
C=CCn1c(SCC(=O)c2ccc(OC)cc2F)nc2sc3c(c2c1=O)CCCC3	-1.8	-5	-0.2	-5
CCOc1cc(C=O)cc(Cl)c1OC(=O)c1cccc([N+](=O)[O-])c1	0.9	3	0.6	12
O=C1Cc2cc(S(=O)(=O)N3CCc4ccccc43)cc3c2N1CCC3	-1.8	16	-0.2	-4
COc1ccc(NC(=O)/C(C#N)=C/c2ccc(O)cc2)cc1	-1.5	-5	0.5	-4
CCOc1ccc(C2c3[nH]c4ccccc4c3CCN2C(=O)COC)cc1 (stereo unspecified)	-0.3	-2	0.0	4
CCn1nc(C)c(CNC(=O)CCC2(Cc3ccc4ccccc4c3)CCC(=O)N2)c1C (stereo unspecified)	-1.1	-1	0.0	4
COc1ccc(C2/C(=C(/O)c3ccc([N+](=O)[O-])cc3)C(=O)C(=O)N2c2ccccc2)cc1OC (stereo unspecified)	0.2	1	-0.2	-5
O=C(NC(C(=O)O)C12CC3CC(CC(C3)C1)C2)c1ccc(Cl)cc1 (stereo unspecified)	0.8	1	-0.2	-1
O=C1NC(=S)S/C1=C\c1cccc(F)c1	-1.7	1	-0.3	0
COc1cc(CN2CCNC(=O)C2CC(=O)NCC(C)(C)CO)cc(OC)c1 (stereo unspecified)	-1.0	-1	-0.2	-1
COc1cc(/C=C2\SC(=Nc3ccccc3)NC2=O)ccc1OCc1ccc(Cl)cc1Cl	-0.8	-7	0.0	2
C=CCOC(=O)/C(=C\C=C\c1ccccc1)NC(=O)c1ccccc1	1.8	-10	0.3	22
CSc1ccccc1NC(=O)c1cc(-c2ccccc2O)on1	1.1	-10	-0.3	-16
Cc1onc(-c2c(Cl)cccc2Cl)c1C(=O)NCCc1ccc(F)cc1	-1.6	-5	0.7	21
COc1ccccc1CN1CCNC(=O)C1CC(=O)N(C)Cc1cc(C)[nH]n1 (stereo unspecified)	-0.9	10	0.6	-1
COc1ccccc1-c1c(C)nn2c(N3CCN(C)CC3)cc(C)nc12	0.0	1	-0.1	-7
O=C(Nc1ccc(-c2nc3ccccc3s2)c(O)c1)c1cccc2ccccc12	0.3	-10	0.0	-22
NC(=O)c1c(/N=C/c2ccc([N+](=O)[O-])cc2)sc2c1CCCC2	3.0	-23	0.1	8
Cc1nn(C(CC(=O)O)C(=O)O)c(C)c1I (stereo unspecified)	0.7	13	0.0	6
COc1ccc(CCNc2nc(Nc3nc4ccccc4n3C)nc3c2ncn3-c2ccccc2)cc1	-0.4	14	-0.1	4
O=C(CN(Cc1cccs1)C(=O)CN1C(=O)COc2ccccc21)NCc1ccco1	-0.8	5	0.1	14
CSc1ccc2nc(NC(=O)C3CCCCC3)sc2c1	-1.2	-35	-0.2	16
NC(=O)c1ccc(NC(=O)COC(=O)C2CCCCC2)cc1	-0.1	10	-0.1	1
CC(C)(C)N1C(=O)c2ccc(-c3nc4ccccc4o3)cc2C1=O	-0.3	1	0.2	16
O=c1c2sc(=S)n(Cc3ccco3)c2nc(SCc2cccc(Cl)c2)n1-c1ccc(F)cc1	0.6	4	-0.1	-6
Cc1ccc(N2C(=O)NC(NS(=O)(=O)c3ccc(Cl)cc3)(C(F)(F)F)C2=O)cc1 (stereo unspecified)	-0.2	4	0.8	16
Cc1ccccc1Nc1nc(N)nc(CSc2ccc(F)cc2)n1	2.0	-79	0.1	-3
COC(=O)c1ccc(Oc2ncnc3sc(C)c(C)c23)cc1	1.3	-14	0.0	-2
O=C(COC(=O)C1CCCC1)Nc1ncc(C(F)(F)F)cc1Cl	-0.8	10	0.7	15
CCOC(=O)c1c(NC(=O)C(C)Sc2nnc(CNC(=O)c3cccs3)n2-c2ccc(OCC)cc2)sc2c1CCC2 (stereo unspecified)	1.6	-6	0.3	11
CN1CCc2c(sc(NC(=O)C3CCCCC3)c2C(N)=O)C1	-0.4	-12	0.2	-2
COc1ccc(/C=C2\C(=O)Nc3ccc(C)cc32)cc1OC	-0.4	1	-0.1	-2
Cc1ccccc1CN1CCN(C(=O)c2ccco2)CC1	0.2	-22	-0.1	10
CC(C)CC(=O)N1CCC2(CCC(CNC(=O)C(C)(C)C)O2)CC1 (stereo unspecified)	0.6	7	0.1	10
CCOC(=O)C(C)Oc1ccc2c(=O)c(-c3ccc4c(c3)OCCCO4)c(C)oc2c1 (stereo unspecified)	-0.4	4	-0.2	-9
O=C1C2C3CCC(O3)C2C(=O)N1c1ccccn1 (stereo unspecified)	-1.3	7	-0.1	-9
Cc1cc(OCCCNC(C)(C)C)ccc1Cl	1.1	10	0.1	10
COc1ccc(C[C@H](N)C(=O)N[C@@H]2[C@@H](CO)OC(n3cnc4c(N(C)C)ncnc43)[C@@H]2O)cc1 (stereo partly specified)	6.8*!	100*	0.1&-0.2	-4&-10
Cn1c(=O)c2[nH]c(-c3ccccc3)nc2n(C)c1=O	0.8	16	-0.1	4
CC(C)Cn1cc(C=O)c2ccccc21	1.6	8	0.3	-7
O=C1C2C3c4ccccc4C(c4ccccc43)C2C(=O)N1c1ccccc1Br (stereo unspecified)	-0.2	5	0.0	5
COc1cc2c(cc1NC(=O)CSc1nnc(-c3ccncc3)n1N)oc1ccccc12	-0.6	-30	0.3	16
CCOC(=O)c1ccc(NC(=O)C(=O)NCCc2ccc(OC)c(OC)c2)cc1	-0.4	9	0.5	7
O=C(CSCc1ccccc1)Nc1nnc(C2CCCCC2)s1	-0.4	0	0.0	13
COc1ccccc1N1CCN(Cc2nc3ccccc3[nH]2)CC1	1.0	9	0.1	-1
O=C(CCl)Nc1cc(F)ccc1[N+](=O)[O-]	-1.8	15	-0.1	3
CCCc1nn(CC(=O)N2CC(C)CC(C)C2)c(=O)c2cc3ccsc3n12 (stereo unspecified)	0.5	4	-0.2	0
Cn1c(C(O)c2cc(C(C)(C)C)c(O)c(C(C)(C)C)c2)nc2ccccc21 (stereo unspecified)	-1.1	-2	0.0	14
COc1ccc(SCC(=O)Nc2ccc(-c3nc4ccccc4[nH]3)cc2)cc1	-1.6	-56	0.9	19
COc1ccc(N2CC(NC(=O)NCc3cccs3)CC2=O)cc1 (stereo unspecified)	0.7	-4	-0.1	-3
CN(C)c1ccc(C2(C)Oc3ccccc3C(=O)N2c2ccccc2)cc1 (stereo unspecified)	2.4	6	-0.5	2
Cc1nnc(SCC(=O)N2CCN(c3ccc(C(F)(F)F)cc3[N+](=O)[O-])CC2)s1	2.2	-3	0.0	12
OCc1nc2ccccc2n1CCCOc1ccc(Cl)cc1	-0.4	-22	0.8	6

Following part
SMILES	GPR151 ag	TEAD-YAP block	FBW7 activator	MITF primary
CC12CCC(C(=O)Nc3nc(-c4ccccc4)cs3)(OC1=O)C2(C)C (stereo unspecified)	0.3	-21	0.0	-3
COc1ccc(N2CCN(c3cc(=O)n(-c4ccc(C)cc4)c(=O)[nH]3)CC2)cc1	-0.5	9	0.2	8
O=C(ON1C(=O)CCC1=O)c1cc(N2C(=O)c3ccccc3C2=O)ccc1Cl	-0.3	-5	0.0	4
COCC1CCN(C(=O)c2cc(COc3ccc4ncccc4c3)on2)C1 (stereo unspecified)	3.0	31	-0.1	4
O=c1oc2cc(O)ccc2c2c1CCC2	0.6	5	0.3	8
Cc1cccc(-c2nc3sc4c(c3c(=O)o2)CCCCC4)c1	-0.2	1	-0.3	-7
CCOC(=O)c1cccc(N2C(=O)C3C4CCC(C4)C3C2=O)c1 (stereo unspecified)	2.5	6	-0.1	7

As a short view, part of the list above.
SMILES	GPR151 ag	TEAD-YAP block	FBW7 activator	MITF primary
Cc1ccc(N2C(=O)NC(NS(=O)(=O)c3ccc(Cl)cc3)(C(F)(F)F)C2=O)cc1 (stereo unspecified)	-0.2	4	0.8	16
Cc1ccccc1Nc1nc(N)nc(CSc2ccc(F)cc2)n1	2.0	-79	0.1	-3
COC(=O)c1ccc(Oc2ncnc3sc(C)c(C)c23)cc1	1.3	-14	0.0	-2
O=C(COC(=O)C1CCCC1)Nc1ncc(C(F)(F)F)cc1Cl	-0.8	10	0.7	15
CCOC(=O)c1c(NC(=O)C(C)Sc2nnc(CNC(=O)c3cccs3)n2-c2ccc(OCC)cc2)sc2c1CCC2 (stereo unspecified)	1.6	-6	0.3	11
CN1CCc2c(sc(NC(=O)C3CCCCC3)c2C(N)=O)C1	-0.4	-12	0.2	-2
COc1ccc(/C=C2\C(=O)Nc3ccc(C)cc32)cc1OC	-0.4	1	-0.1	-2
Cc1ccccc1CN1CCN(C(=O)c2ccco2)CC1	0.2	-22	-0.1	10
CC(C)CC(=O)N1CCC2(CCC(CNC(=O)C(C)(C)C)O2)CC1 (stereo unspecified)	0.6	7	0.1	10
CCOC(=O)C(C)Oc1ccc2c(=O)c(-c3ccc4c(c3)OCCCO4)c(C)oc2c1 (stereo unspecified)	-0.4	4	-0.2	-9
O=C1C2C3CCC(O3)C2C(=O)N1c1ccccn1 (stereo unspecified)	-1.3	7	-0.1	-9
Cc1cc(OCCCNC(C)(C)C)ccc1Cl	1.1	10	0.1	10
COc1ccc(C[C@H](N)C(=O)N[C@@H]2[C@@H](CO)OC(n3cnc4c(N(C)C)ncnc43)[C@@H]2O)cc1 (stereo partly specified)	6.8*!	100*	0.1&-0.2	-4&-10
Cn1c(=O)c2[nH]c(-c3ccccc3)nc2n(C)c1=O	0.8	16	-0.1	4
CC(C)Cn1cc(C=O)c2ccccc21	1.6	8	0.3	-7
O=C1C2C3c4ccccc4C(c4ccccc43)C2C(=O)N1c1ccccc1Br (stereo unspecified)	-0.2	5	0.0	5
COc1cc2c(cc1NC(=O)CSc1nnc(-c3ccncc3)n1N)oc1ccccc12	-0.6	-30	0.3	16
CCOC(=O)c1ccc(NC(=O)C(=O)NCCc2ccc(OC)c(OC)c2)cc1	-0.4	9	0.5	7
O=C(CSCc1ccccc1)Nc1nnc(C2CCCCC2)s1	-0.4	0	0.0	13
